Screening data (PubChem)
Pf growth 48h = inhibits P. falciparum growth in the first generation, 48 h | Potency, µM (doses to about 28.7 µM), inactives show top-dose activity change, negative = inhibition, actives largely listed as inhibitors | P. falciparum luciferase growth in erythrocytes, 48 h | 310,000 tested, 5.9% active | AID 504832
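Erythrocytes infected with P. falciparum carrying an integrated firefly luciferase reporter (2% hematocrit, 0.1% parasitemia final) were exposed to compounds in RPMI 1640 with 0.5% Albumax at 37 C, 5% CO2. Growth inhibition was scored as reduced luminescence.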
Tb PYK inh = inhibitors of Trypanosoma brucei pyruvate kinase; Q57TT1; TbPYK enzyme, Kinase-Glo Plus ATP luminescence, 45 min; Potency, µM (highest dose often 76.8 µM), inactives show at the top dose activity, negative = inhibition, most hits filed as inhibitors; 410,000 tested, 0.12% active; note: nearly all actives have a fitted effect of over 50% in size
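Screened from lowest to highest concentration, compounds were pinned into TbPYK/substrate mixtures, and ADP (130 uM final) was added. Plates sat at room temperature for 45 min prior to Kinase-Glo Plus detection by luminescence.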
Pf growth 96h = P. falciparum growth inhibition at 96 hour, primary screen for plastid delayed-death inhibitors; P. falciparum luciferase reporter growth, 96 h; Potency, µM (highest dose often 28.7 µM), for the others: top-dose activity change, negative = inhibition, most hits filed as inhibitors; 320,000 tested, 6.9% active; AID 504834
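P. falciparum expressing integrated firefly luciferase, in erythrocytes at 2% hematocrit, 0.05% parasitemia, incubated with compounds 96 h at 37 C, 5% CO2. Growth inhibition read as loss of luminescence; two-generation exposure targets delayed-death apicoplast inhibitors.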
HCV inhibitor = HCV inhibition; Huh7.5.1 HCVcc-Cre infection, luciferase reporter, 44 h; 340,000 tested, 3.4% active; Potency, µM (doses to about 41.8 µM), for the others: top-dose activity change, negative = inhibition, most hits filed as inhibitors; AID 651820
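Whole-lifecycle infectious HCVcc-Cre system; cells 1,000/well, compound then virus (~0.5 moi) added 4 h after plating, 44 h culture. Luciferase read 15 sec following 15 min substrate incubation, room temp.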
Sm TGR inh = inhibitors of Schistosoma mansoni thioredoxin glutathione reductase; purified TGR, DTNB reduction, TNB absorbance 405 nm; Potency, µM (series often up to 114 µM), for inactives: at the top dose activity change, negative = inhibition, most hits filed as inhibitors; 360,000 tested, 3% active; AID 485364; note: nearly all actives have a fitted effect of over 60% in size
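TGR 20 nM + NADPH 100 uM (dispensed conc.), cpd preinc 15 min RT; start with NADPH (500 uM addition) then DTNB (15 mM addition). Kinetic TNB absorbance, 405 nm filter. Four-parameter Hill fit across titration.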
LmPK inh = blocks Leishmania mexicana pyruvate kinase activity | Potency, µM (titrated, usually from 57.5 µM), for the others: at the top dose activity change, negative = inhibition, hits mostly inhibitors | purified LmPK, Kinase-Glo ATP luminescence, 1 h | 290,000 tested, 0.37% active
Target sequence (Q27686 whole entry, looked up): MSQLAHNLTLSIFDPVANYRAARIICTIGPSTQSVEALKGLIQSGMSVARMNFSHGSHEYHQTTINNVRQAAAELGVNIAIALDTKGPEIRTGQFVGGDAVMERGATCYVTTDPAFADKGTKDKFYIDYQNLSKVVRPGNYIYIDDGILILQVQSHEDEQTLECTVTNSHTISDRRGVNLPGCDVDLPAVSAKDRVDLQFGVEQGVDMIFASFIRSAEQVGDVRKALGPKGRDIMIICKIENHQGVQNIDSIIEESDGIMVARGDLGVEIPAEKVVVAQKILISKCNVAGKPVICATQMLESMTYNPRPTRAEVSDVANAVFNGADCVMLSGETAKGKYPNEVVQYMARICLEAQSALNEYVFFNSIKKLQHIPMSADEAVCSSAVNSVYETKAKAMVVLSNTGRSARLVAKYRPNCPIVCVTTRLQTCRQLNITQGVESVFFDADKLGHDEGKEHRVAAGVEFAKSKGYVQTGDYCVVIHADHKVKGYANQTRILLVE
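ATP generated from ADP (0.1 mM) and PEP (0.5 mM) by 0.1 nM LmPK over 1 h at room temperature (pH 7.2 imidazole buffer) was detected by coupled luciferase luminescence. Values were normalized to uninhibited and no-enzyme wells.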
Starred values were filed as active, the others as inactive; ? = inconclusive; . = not tested or not shown; & = joins results of further samples; [ ] = dose if it differs, or a comment. Calls come from the whole dose curve; as a rule, active = well fitted curve in the direction sought with a large enough effect; inconclusive = small, poorly fitted or top-dose-only effect, or another doubt; inactive = no such curve, though single readings can be large; an effect the other way counts as inactive or inconclusive. % is set by controls: 0 for no effect and ±100 for the full control effect; potency is the fitted concentration of half-maximal effect.

Sequence of screens – HCV inhibitor | LmPK inh | Pf growth 96h | Sm TGR inh | Tb PYK inh | Pf growth 48h
> O=C1CCCN2N=C(SCC(=O)N3N=C(c4ccc(Br)cc4)CC3c3ccc(F)cc3)SC2=N1 (stereo unspecified)
  -18% | 2% | ? | -8% | 5% | ?
> COc1ccc(C(=O)NCC(=O)n2nc(C)cc2C)cc1OC
  -5% | 0% | . | 1% | -1% | 6%
> COC(=O)c1ccccc1NC(=O)c1noc2c1CCC2
  ? | 5% | 1µM* | -22% | -10% | 3.3µM*
> CN(C)S(=O)(=O)c1cccc(NC(=O)Cc2ccsc2)c1
  -6% | -2% | 45%[activator] | -3% | -5% | -8%
> CCCCOC(=O)CCc1c(C)[nH]c(=O)c(C#N)c1C
  -4% | 0% | 214%[activator] | -18% | 5% | 33%[activator]
> COC(=O)c1cc(C(=O)OC)cc(N2C(=O)CC(Sc3nc(C)cc(C)n3)C2=O)c1 (stereo unspecified)
  5% | -3% | . | ? | -13% | -9%
> CCc1ccccc1NC(=O)c1cc(S(=O)(=O)N(C)C)ccc1N1CCCC1
  0% | -12% | ? | -20% | -3% | ?
> CC(C)c1onc(C(=O)NCc2ccccc2)c1[N+](=O)[O-]
  -29% | 1% | -4% | -3% | 0% | ?
> CN(Cc1nccs1)C(=O)C1CCC(=O)N(CCc2cccc(F)c2)C1 (stereo unspecified)
  . | 0% | 7% | -23% | -7% | 9%
> C=CCOc1ccc2ccccc2c1CNn1cn[nH]c1=S
  7% | -2% | -16% | -6% | ? | 8%
> Cc1ccc(N2C(=O)[C@@H]3Cc4ccccc4CN3C2=O)cc1
  -7% | 3% | . | 4% | -5% | 48%[activator]
> Cc1ccc(S(=O)(=O)Cc2ccc(C(=O)N3CCN(c4cc(C)ccc4C)CC3)o2)cc1
  ? | 1% | 12% | 1% | 7% | ?
> Cc1ccc(N(C(=O)Cn2nnc3ccccc32)C(C(=O)NCc2ccccc2)c2ccccn2)cc1 (stereo unspecified)
  -28% | 2% | ? | -14% | -5% | ?
> CCC(=O)c1ccc(OC(=O)Cc2ccc(OC)cc2)cc1
  18% | 0% | -18% | 8% | -3% | 42%[activator]
> CSc1ccccc1C(=O)N1CCN(c2ncccn2)CC1
  5% | 2% | 36%[activator] | -9% | -4% | -1%

The closing three records of the section before are carried over, then new ones follow:
Sequence of screens – HCV inhibitor | LmPK inh | Pf growth 96h | Sm TGR inh | Tb PYK inh | Pf growth 48h
> Cc1ccc(N(C(=O)Cn2nnc3ccccc32)C(C(=O)NCc2ccccc2)c2ccccn2)cc1 (stereo unspecified)
  -28% | 2% | ? | -14% | -5% | ?
> CCC(=O)c1ccc(OC(=O)Cc2ccc(OC)cc2)cc1
  18% | 0% | -18% | 8% | -3% | 42%[activator]
> CSc1ccccc1C(=O)N1CCN(c2ncccn2)CC1
  5% | 2% | 36%[activator] | -9% | -4% | -1%
> CCc1nc(SCC(=O)c2ccc(C)c(C)c2)n[nH]1
  ? | 2% | 2% | 3% | -20% | 15%
> CCCCn1nnc(NC(=O)c2sc3cc(Cl)ccc3c2Cl)n1
  -27% | 3% | -25% | -12% | -3% | 12%
> Cn1cccc1-c1cc(C(=O)N/N=C/c2ccc(F)cc2)[nH]n1
  7% | 0% | -13% | -32% | -6% | 3%
> c1coc(-c2nnc3sc(-c4cccs4)nn23)c1
  -3% | -8% | . | 18µM* | -7% | -6%
> CCCCC(=O)Nc1ccc2c(c1)nc1n2CCOC1
  9% | -5% | 23%[5.75 µM] | 8% | -2% | 73%[activator]
> O=c1c(-c2cc3ccccc3o2)[n+]([O-])c2ccccc2n1OCc1ccccn1
  ? | -6% | 322%[activator] | -20% | -9% | 111%[activator]
> CCOP(=O)(OCC)C(NC(=O)c1cc([N+](=O)[O-])cc([N+](=O)[O-])c1)C(F)(F)F (stereo unspecified)
  7% | -2% | 29% | 13µM* | -5% | 3%
> O=C1C(I)=CC(=C(c2cc(I)c(O)c(I)c2)c2ccccc2C(=O)O)C=C1I
  . | . | -25% | . | 0% | 0%
> O=C(COc1ccc(C(=O)c2ccccc2)cc1)NCC1CCCCC1
  ? | -5% | 7% | -2% | -2% | 19%
> CCOC(=O)Cc1csc(NC(=O)c2ccc(C)c(S(=O)(=O)N3CCOCC3)c2)n1
  ? | . | ? | -4% | -12% | -6%
> C=CCCCCCCCCc1nc(=S)[nH][nH]1
  6% | -1% | 5% | -29% | -1% | .
> [N-]=[N+]=NC[C@H](Cc1ccccc1)N1CC[C@@H](NC(=O)OCc2ccccc2)CCC1=O
  -22% | 5% | ? | -25% | 5% | -29%
> Cc1ccc(N2C(=O)N(CC(=O)Nc3ccc(C)c(C)c3[N+](=O)[O-])C(=O)C2C)cc1 (stereo unspecified)
  -1% | 6% | 11% | 43%[activator] | 5% | -1%
> CCCCC1(CO)C(=O)N(c2ccccc2)N(c2ccccc2)C1=O
  22% | 6% | 0% | -13% | -4% | 2%
> COc1ccc(S(=O)(=O)N2CCC(O)(c3ccc(Cl)cc3)CC2)cc1OC
  6% | 0% | -10% | 8% | -3% | 1%
> CNC(=O)c1ccsc1NC(=O)C1CCCN1S(=O)(=O)c1cccs1 (stereo unspecified)
  2% | . | ? | 0% | -2% | ?
> Cc1nc(Cl)sc1C(=O)O
  14% | 3% | ? | -3% | -9% | ?
> O=C(NCc1cccnc1)c1ccc(COc2ccc3c(c2)CCC3)o1
  -19% | 2% | . | -12% | 2% | ?
> Cc1ccc2nc(NC(=O)c3ccc(Cn4cc(Cl)cn4)o3)sc2c1
  -10%&-19% | 0% | 11% | 2% | 4% | 115%[activator]
> Nc1nc(Nc2ccccc2)nc(NCCO)c1[N+](=O)[O-]
  -14% | -4% | ? | 22% | 5% | -43%
> O=S(=O)(Nc1ccc(Oc2ncccn2)c(Cl)c1)c1ccc(Cl)cc1
  -2% | 12% | . | 4% | -18% | 11%
> CCOC(=O)N1CCN(C(=O)Nc2ccc3oc(C)nc3c2)CC1
  14% | -3% | 12% | 0% | 3% | 9%
> COc1cc(C2c3c(-c4ccccc4O)n[nH]c3C(=O)N2Cc2ccco2)cc(OC)c1OC (stereo unspecified)
  -8% | 5% | 7.4µM* | -10% | 3% | 12µM*
> Cc1nc(-c2ccc(NC(=O)C3CCCCC3)cc2)cs1
  -18% | -1% | . | -2% | 4% | 91%[activator]
> CCN1CC2([N+](=O)[O-])C=CC(=O)C([N+](=O)[O-])(C1)C2CC(=O)c1ccccc1 (stereo unspecified)
  ? | -12% | . | 13µM* | 3% | -4%
> CCn1nnnc1-c1ccc(OC)c(S(=O)(=O)Nc2ccc(OC)cc2)c1
  1% | -9% | . | 12% | 2% | -12%
> N#CCc1c(C#N)c(N)nc(Nc2ccccc2)c1C#N
  6% | 2% | -9% | 20µM* | -3% | -11%
> COc1ccc2[nH]c(C)c(CCNC(=S)Nc3cccc(C)c3C)c2c1
  ? | 2% | -13% | -1% | 0% | ?
> CCn1c(C)cc(C=C2C(=O)c3ccccc3C2=O)c1C
  ? | -23% | 5% | . | -14% | -81%
> Cc1ccc(OCC(=O)Nc2ccc3c(c2)OCCO3)cc1C
  -5% | 0%[11.5 µM] | ? | -7% | 4% | 237%[activator]
> COc1ccc(N2CCN(C(=O)CCCn3c(=O)[nH]c4ccsc4c3=O)CC2)cc1
  5% | 2% | 7.4µM* | -35% | -4% | .
> Cc1cc(OCC(=O)NNC(=O)c2cccc(F)c2)ccc1Cl
  4% | . | -11% | 1% | 0% | 7%
> O=C(NNS(=O)(=O)c1ccccc1[N+](=O)[O-])c1cccc(Cl)c1
  20% | 4% | -11% | 0% | -9% | -4%
> CC(=O)O/N=C(\N)Cc1ccc(-c2csnn2)cc1
  12% | 2% | 2% | 14% | -5% | 142%[activator]
> CC(=O)c1cc2c(cc1NC(=O)Cc1ccsc1)OCO2
  5.6µM* | . | -8% | -13% | -3% | -6%
> Cc1ccc(N2CCN(S(=O)(=O)c3c(C)nc4scc(C)n4c3=O)CC2)c(C)c1
  -10% | 2% | ? | -24% | 4% | -14%
> CCOC(=O)C1CCN(C(=O)CCCn2c(=O)c3cccn3c3cccnc32)CC1
  1% | -1% | ? | 79µM* | 4% | -3%
> O=C(COc1ccccc1[N+](=O)[O-])Nc1cccc(S(=O)(=O)NC2=NCCCCC2)c1
  -7%[8.37 µM] | . | ? | -20% | -2% | ?
> Cc1nc(C(=O)Nc2ccc(Cl)cc2Cl)nn1-c1cc(OC(C)C)c(Cl)cc1Cl
  10% | 3% | 26% | -20% | 3% | 50%[activator]
> Cc1nc2scc(C)n2c(=O)c1S(=O)(=O)Nc1ccc(OC(F)(F)F)cc1
  -4% | 6% | 21% | 8% | -12% | 19%
> CC1(C)CC(=O)C/C(=N/NC(=O)COc2ccc(Cl)cc2Cl)C1
  13% | -1% | -24% | 34% | 1% | ?
> O=S(=O)(Nc1ccc(Cl)cn1)c1ccc(F)cc1
  20% | -4% | ? | -14% | -8% | -6%
> CCOC(=O)COc1ccsc1C(=O)OC
  -2% | -7% | 10% | 4% | . | 6%
> Clc1ccc(-c2ncc3ccccn23)c(Cl)c1
  4% | 13% | ? | 1% | 1% | 3%
> CC(=O)Nc1ccc(OCc2cccc([N+](=O)[O-])c2)cc1
  13% | -5% | 18% | -1% | 2% | 55%[activator]
> O=C(NCCc1csc(-c2cccnc2)n1)c1cccc(Cl)c1
  -29% | -6% | -9% | 3%&6% | 10%&2% | -16%
> CC(C)C(=O)Nc1ccnc(-c2cccnc2)n1
  18% | -2% | -5% | -5% | -1% | 2%
> CCCn1c(CN2CCN(C(C)=O)CC2)nc2cc(S(=O)(=O)N(C)C)ccc21
  ? | -1% | 0% | -20% | 4% | 7%
> Cc1cc(C(=O)NNC(=O)NC(C)C)no1
  8% | -6% | 31%[activator] | 1% | 3% | 10%
> NS(=O)(=O)c1ccc(NC(=O)CSc2nc3c(c(=O)[nH]2)CCCC3)cc1
  6% | -3% | -8% | 10% | -20% | 6%
> COc1ccc(-c2noc(-c3cc(Cl)ccc3Cl)n2)cc1OC
  4% | 5% | . | -6% | . | 20%
> CN(Cc1ccccc1)S(=O)(=O)c1cn(C)cn1
  19% | -7% | 28% | 6% | -1% | 35%[activator]
> COC(C(=O)NC(C(C)C)C(C)C)c1ccccc1 (stereo unspecified)
  2% | -2% | -4% | 1% | -7% | 2%
> Cc1nc(Cl)c2oc3ccccc3c2n1
  10% | -3% | 102%[activator] | -25% | 2% | -21%
> O=C(CSc1nc(-c2ccccc2)c(-c2ccccc2)o1)N1CCOCC1
  ? | 6% | -5% | -1% | -4% | 6%
> CC(=O)Nc1cc(Cl)ccc1OS(=O)(=O)c1ccc(C)cc1
  -6% | -2% | 279%[activator] | -6% | 0% | 20%
> O=C(CCCC(=O)OCC(=O)c1cccs1)Nc1ccc(Oc2ccccc2)cc1
  19% | 1% | 53%[activator] | -10% | -17% | 2%
> Nc1ccccc1OCCOCCOCCOc1ccccc1N
  ? | 3% | . | 7% | 0% | -11%
> CCSc1nc2ccccc2c(=O)n1CCc1ccc(OC)c(OC)c1
  ? | 3% | -8% | -5% | -19% | -19%
> C=CCNC(=O)c1c(Cl)cnn1-c1ccc(C)cc1
  25% | 2% | 180%[activator] | -16% | 0% | 118%[activator]
